Compound activity: PubChem, several laboratories
HIF-2a inh: HIF-2a reporter inhibitors, primary screen, luminescence, 786-0 RCC cells; 786-0 RCC cells HIF-2a reporter, luciferase luminescence, overnight; inhibition, % at 18.8 µM; 360,000 compounds, 0.72% hits;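 active = inhibition of the luminescence signal of 40% or more relative to plate controls, in a single-dose primary screen at 18.75 µM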
CaV13 FRET inh: Primary screen for inhibitors of IQ motif and Ca2+-dependent inactivation inhibitor domain binding in CACNA1D, Förster resonance energy transfer in living cells, … | inhibition, % at 12.3 µM | HEK cells, CFP/YFP FRET ICDI-IQ, plate reader, 10 min; percent FRET-ratio fall versus neutral wells | 340,000 compounds, 0.098% hits;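 active = mean replicate inhibition of at least 30% and at least 1% of replicates passing that level; inconclusive = only one of the two criteria is met; inactive = neither criterion is met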;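 also: 0% = median of the neutral control wells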
KKLEB tox: cytotoxicity in KKLEB CF airway cells, primary screen, cytotoxicity control for CF NF-kB inhibitor project, cell-based, uHTS, fluorescence assay plates. 360,000 compounds, 0.36% hits. activity change (cytotoxicity), % at 5 µM. KKLEB CF airway cells viability, ATPlite luminescence, overnight; stronger effect = lower value; cells stimulated with P. aeruginosa culture filtrate;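 active = corrected activity change at or below -50% at 5 µM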
Vif imaging: HIV Vif self-association inhibitors, primary screen, imaging, HEK293T, single point; HEK293T cells, Vif self-association by quenched fluorescence, 24 h; inhibition, % at 7.49 µM; 340,000 compounds, 0.35% hits; AID 602346, 2012; in the data active = inhibition above about 50%, passing the limit was not always enough; inconclusive = no clear call, values can overlap the other calls; inactive = below about 31%; also: some results filed as inactive read as strong as hits
CF NFkB block: inhibitors of PAF-induced NF-kB signaling, primary screen, cell-based, GFP fluorescence, uHTS; KKLEB NF-kB-GFP reporter, GFP fluorescence overnight; inhibition, % at 5 µM; 360,000 compounds, 0.86% hits; AID 588850, 2011;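 active = at least 50% inhibition at 5 µM, scaled per plate between neutral and stimulator controls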;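 also: PAF is a Pseudomonas aeruginosa culture filtrate used as stimulus; plate controls were PAF-stimulated DMSO wells for no effect and unstimulated DMSO wells for full effect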
Shn3 3UTR inh: reduction of Shn3 3'UTR firefly luciferase signal, primary screen, Schnurri-3 inhibitor project, cell-based, Clone20 osteoblasts, set 2. Clone20 osteoblast Shn3 3'UTR firefly luciferase, 24 h. inhibition, % at 12.5 µM. 360,000 compounds, 0.52% hits;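 active = mean inhibition of at least 75% with every replicate also reaching 75%; inconclusive = mean inhibition at least 75% but some replicate below; inactive = mean inhibition below 75%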;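 also: 0% = median of neutral control wells and 100% = pilot-screen positive control compound; some compounds past the cut are filed as inactive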
PDI turbidity: inhibitors of human PDI, primary screen, biochemical, turbidity, single point, plate reader. inhibition, % at 10 µM. Protein disulfide-isomerase (Homo sapiens), P07237. AID 588391, 2011. 350,000 compounds, 0.052% hits. PDI insulin aggregation turbidity, A650, 90 min;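 active = mean inhibition across replicates of 30% or more, whatever share of single replicates reach that level; inconclusive = mean inhibition below 30% while every single replicate reaches 30%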;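 also: absorbance from insulin aggregation driven by PDI reduction with DTT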
Target sequence (P07237 whole entry, looked up): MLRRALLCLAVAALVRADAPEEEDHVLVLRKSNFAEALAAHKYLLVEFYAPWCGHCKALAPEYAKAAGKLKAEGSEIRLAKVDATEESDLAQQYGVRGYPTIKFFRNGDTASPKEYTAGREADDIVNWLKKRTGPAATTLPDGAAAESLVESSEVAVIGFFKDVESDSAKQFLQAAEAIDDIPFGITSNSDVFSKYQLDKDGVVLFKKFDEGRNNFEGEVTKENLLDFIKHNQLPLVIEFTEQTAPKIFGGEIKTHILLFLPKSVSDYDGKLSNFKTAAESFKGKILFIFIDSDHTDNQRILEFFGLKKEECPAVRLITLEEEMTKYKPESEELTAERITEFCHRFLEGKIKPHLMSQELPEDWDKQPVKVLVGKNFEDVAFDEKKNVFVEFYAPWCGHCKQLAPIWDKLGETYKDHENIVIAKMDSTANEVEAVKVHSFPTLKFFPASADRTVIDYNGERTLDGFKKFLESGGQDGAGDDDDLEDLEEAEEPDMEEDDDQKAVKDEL
NR2E3 ag-1: inhibitors of NR2E3-RetCOR corepressor binding, primary screen, NR2E3 agonist project, biochemical, TR-FRET, GST-NR2E3, biotin-RetCOR. 1536-well. inhibition of corepressor binding, % at 4.78 µM. 320,000 compounds, 0.12% hits. AID 2300, 2010;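 active = percent inhibition above the cutoff of mean plus 3 SD of all tested compounds, set per screening campaign, cut at about 20% in these data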;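 also: 0% = DMSO wells and 100% = biotin wells as full block of FRET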
Target sequence (Q9Y5X4 whole entry, looked up): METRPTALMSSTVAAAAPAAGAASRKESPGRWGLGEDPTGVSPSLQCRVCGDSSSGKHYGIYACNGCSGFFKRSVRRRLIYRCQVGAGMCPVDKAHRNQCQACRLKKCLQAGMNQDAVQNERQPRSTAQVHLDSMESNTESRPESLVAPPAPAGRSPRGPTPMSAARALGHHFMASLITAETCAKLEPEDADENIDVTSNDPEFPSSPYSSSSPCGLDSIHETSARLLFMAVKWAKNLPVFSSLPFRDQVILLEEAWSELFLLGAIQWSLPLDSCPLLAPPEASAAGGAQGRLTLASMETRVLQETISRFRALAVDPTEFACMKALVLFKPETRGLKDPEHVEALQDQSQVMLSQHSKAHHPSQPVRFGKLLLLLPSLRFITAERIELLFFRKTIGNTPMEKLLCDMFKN
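system = GST-tagged NR2E3 plus biotinylated RetCOR corepressor | input = 1.35 nM GST-NR2E3 | also added = 7 nM biotin-RetCOR | schedule = 5 h incubation at 4 °C | measured by = TR-FRET with europium anti-GST and streptavidin-D2, 340 nm excitation | read-out = percent loss of FRET ratio relative to control wells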
TRPM1 prom inh: inhibitors of MITF-dependent TRPM1 promoter reporter, primary screen, cell-based, SK-MEL-5, single point, luciferase; SK-MEL-5 TRPM1 promoter luciferase, 24 h; inhibition, % at 12.5 µM; 330,000 compounds, 0.83% hits;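 active = mean inhibition across replicates of 60% or more, whatever share of single replicates reaches that level; inconclusive = some that reach 60%, reason not given; inactive = mean inhibition across replicates below 60%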; also: values of inactives mirror those of a sister screen read the other way
Peg3 promoter: Peg3 promoter-driven luciferase inhibitors, primary screen, cell-based, HeLa, luciferase luminescence; AID 588405, 2011; inhibition, % at 20 µM; 360,000 compounds, 1.7% hits; HeLa PEG-Prom luciferase reporter, overnight;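 active = inhibition of at least 50% at 20 µM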
NR2E3 ag-2: NR2E3 agonists in two-hybrid cells, primary screen, cell-based, luminescence, CHO-S, Gal4-NCOR/VP16-NR2E3. Photoreceptor-specific nuclear receptor (Homo sapiens), Q9Y5X4. luciferase. inhibition of corepressor binding, % at 3.98 µM. 360,000 compounds, 0.35% hits. AID 602229, 2012;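 active = inhibition above the mean of all tested compounds plus 3 SD, cut at about 70% in these data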;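 also: 0% = DMSO with NR2E3 transfected cells and 100% = cells lacking NR2E3 construct; higher means lower luciferase signal from less NR2E3 corepressor binding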
* marks the source's active call; other numbers are inactive results.

For Cc1cc(C)cc(NC(=O)CSc2ccc(-c3ccccn3)nn2)c1 the results were HIF-2a inh 8, KKLEB tox 17, Vif imaging -4, CF NFkB block 3, Shn3 3UTR inh 42, PDI turbidity -25, NR2E3 ag-1 4, TRPM1 prom inh 0, Peg3 promoter 15 and NR2E3 ag-2 29.
For Cc1ccccc1N1CCN(CC(=O)Nc2ccccc2C(=O)NC2CC2)CC1 the results were HIF-2a inh 5, CaV13 FRET inh -5, KKLEB tox -6, Vif imaging 2, CF NFkB block 8, Shn3 3UTR inh 11, PDI turbidity 4, NR2E3 ag-1 -1, TRPM1 prom inh 14, Peg3 promoter 28 and NR2E3 ag-2 0.
`CN(Cc1ccccc1)c1nc2c(c(=O)[nH]c(=O)n2C)n1Cc1ccccc1F` gave HIF-2a inh -79, CaV13 FRET inh -5, KKLEB tox -14, Vif imaging 1, CF NFkB block 17, Shn3 3UTR inh -15, PDI turbidity -16, NR2E3 ag-1 5, TRPM1 prom inh 8, Peg3 promoter -102 and NR2E3 ag-2 -34.
For COC(=O)[C@H](CCSC)NS(=O)(=O)c1ccccc1Br the results were HIF-2a inh 4, CaV13 FRET inh -12, KKLEB tox 6, Vif imaging -4, CF NFkB block -39, Shn3 3UTR inh 19, PDI turbidity -1, NR2E3 ag-1 4, TRPM1 prom inh -9, Peg3 promoter -12 and NR2E3 ag-2 -10.
`O=C(NCc1cccs1)C1CCN(c2nccs2)CC1` gave HIF-2a inh 8, CaV13 FRET inh -1, KKLEB tox 2, Vif imaging 4, CF NFkB block -6, Shn3 3UTR inh -4, PDI turbidity -3, NR2E3 ag-1 0, TRPM1 prom inh -2, Peg3 promoter 2 and NR2E3 ag-2 2.
O=C(CSCc1ccc(Cl)cc1)NCc1ccc2c(c1)OCO2 was read as HIF-2a inh 8, CaV13 FRET inh -3, KKLEB tox 5, Vif imaging 1, CF NFkB block 8, Shn3 3UTR inh 2, PDI turbidity 1, NR2E3 ag-1 -1, TRPM1 prom inh -3, Peg3 promoter 8 and NR2E3 ag-2 -18.
For Nn1cnnc1SCC(=O)Nc1ccc2c(c1)OCCO2 the results were HIF-2a inh -21, CaV13 FRET inh -8, KKLEB tox 4, Vif imaging -6, CF NFkB block 7, Shn3 3UTR inh 8, PDI turbidity -2, NR2E3 ag-1 -3, TRPM1 prom inh -9, Peg3 promoter -22 and NR2E3 ag-2 -27.
CCOC(=O)c1sc(=S)n(CC)c1NC(=O)C1CC1 was read as HIF-2a inh 14, CaV13 FRET inh -5, KKLEB tox 6, Vif imaging 12, CF NFkB block 20, Shn3 3UTR inh 4, PDI turbidity -7, NR2E3 ag-1 3, TRPM1 prom inh 3, Peg3 promoter 15 and NR2E3 ag-2 -11.
Screening Cc1nn(CC(=O)Nc2ccc3c(c2)nc2n3CCOC2)c(=O)c2ccccc12 returned HIF-2a inh -10, CaV13 FRET inh -5, KKLEB tox -14, Vif imaging 1, CF NFkB block 18, Shn3 3UTR inh -8, PDI turbidity -5, NR2E3 ag-1 2, TRPM1 prom inh 5, Peg3 promoter -14 and NR2E3 ag-2 1.
O=C(CSc1nnc(Cc2cccs2)n1Cc1ccco1)Nc1ccc(Cl)cc1Cl was read as HIF-2a inh 5, CaV13 FRET inh -4, KKLEB tox 7, Vif imaging 7, CF NFkB block -16, Shn3 3UTR inh 16, PDI turbidity 2, NR2E3 ag-1 2, TRPM1 prom inh 1, Peg3 promoter 21 and NR2E3 ag-2 -22.
`O=C(O)c1ccc2c(=O)n3c(nc2c1)/C(=C/c1ccccc1Br)CC3` gave HIF-2a inh 14, CaV13 FRET inh -3, KKLEB tox 8, Vif imaging inconclusive, CF NFkB block -8, Shn3 3UTR inh -21, PDI turbidity 11, NR2E3 ag-1 3, TRPM1 prom inh 7, Peg3 promoter 10 and NR2E3 ag-2 -5.
For S=C(NCCc1ccc(Cl)cc1)Nc1ccc(Cl)cc1Cl the results were HIF-2a inh -82, CaV13 FRET inh -3, KKLEB tox 2, Vif imaging 3, CF NFkB block 34, Shn3 3UTR inh 15, PDI turbidity -3, NR2E3 ag-1 -2, TRPM1 prom inh -10, Peg3 promoter -28 and NR2E3 ag-2 -11.

2 consecutive compounds from above, quoted:
For Cc1cc(C)cc(NC(=O)CSc2ccc(-c3ccccn3)nn2)c1 the results were HIF-2a inh 8, KKLEB tox 17, Vif imaging -4, CF NFkB block 3, Shn3 3UTR inh 42, PDI turbidity -25, NR2E3 ag-1 4, TRPM1 prom inh 0, Peg3 promoter 15 and NR2E3 ag-2 29.
For Cc1ccccc1N1CCN(CC(=O)Nc2ccccc2C(=O)NC2CC2)CC1 the results were HIF-2a inh 5, CaV13 FRET inh -5, KKLEB tox -6, Vif imaging 2, CF NFkB block 8, Shn3 3UTR inh 11, PDI turbidity 4, NR2E3 ag-1 -1, TRPM1 prom inh 14, Peg3 promoter 28 and NR2E3 ag-2 0.

More structures follow.
CCNCc1cc(Cl)cc(OC)c1OC(C)C was read as HIF-2a inh 13, CaV13 FRET inh -8, KKLEB tox 10, Vif imaging 12, CF NFkB block 1, Shn3 3UTR inh -30, PDI turbidity 0, NR2E3 ag-1 -2, TRPM1 prom inh -8, Peg3 promoter 10 and NR2E3 ag-2 -31.
Fc1ccc(CCNC(=S)Nc2ccc(F)c(Cl)c2)cc1 was read as HIF-2a inh -78, CaV13 FRET inh 0, KKLEB tox 2, Vif imaging -3, CF NFkB block 5, Shn3 3UTR inh -5, PDI turbidity -1, NR2E3 ag-1 -1, TRPM1 prom inh -10, Peg3 promoter 20 and NR2E3 ag-2 2.
For c1ccc2c(c1)CCN(c1ncnc3nc[nH]c13)C2 the results were HIF-2a inh 0, CaV13 FRET inh -5, KKLEB tox -4, Vif imaging 0, CF NFkB block 17, Shn3 3UTR inh -3, PDI turbidity -7, NR2E3 ag-1 3, Peg3 promoter 10 and NR2E3 ag-2 -18.
`CCOC(=O)c1cc2c(N)c(C(=O)c3ccc(Br)cc3)sc2[nH]c1=O` gave HIF-2a inh 19, CaV13 FRET inh -5, KKLEB tox -2, Vif imaging -3, CF NFkB block 22, Shn3 3UTR inh 14, PDI turbidity -11, NR2E3 ag-1 3, TRPM1 prom inh -2, Peg3 promoter 35 and NR2E3 ag-2 -16.
CCc1nnc(NC(=O)C2CC(=O)N(c3ccc(C)cc3)C2)s1 (configuration not stated) was read as HIF-2a inh 3, CaV13 FRET inh -3, KKLEB tox 6, Vif imaging 0, CF NFkB block -6, Shn3 3UTR inh 0, PDI turbidity -6, NR2E3 ag-1 2, TRPM1 prom inh 4, Peg3 promoter 20 and NR2E3 ag-2 2.
O=C(Cc1ccc(Cl)cc1)NCCN1CCCC1 was read as HIF-2a inh 16, CaV13 FRET inh -4, KKLEB tox 10, Vif imaging -9, CF NFkB block -3, Shn3 3UTR inh -12, PDI turbidity 5, NR2E3 ag-1 -5, TRPM1 prom inh -4, Peg3 promoter 7 and NR2E3 ag-2 0.
`Cc1cc(C)cc(NC(=O)Cn2nnc(C(=O)NCc3cccs3)c2N)c1` gave HIF-2a inh -5, CaV13 FRET inh -4, KKLEB tox -3, Vif imaging 1, CF NFkB block 11, Shn3 3UTR inh 7, PDI turbidity 0, NR2E3 ag-1 -2, TRPM1 prom inh -11, Peg3 promoter 23 and NR2E3 ag-2 11.
O=C(CN1C(=O)CCSc2ccc(S(=O)(=O)N3CCCC3)cc21)NCc1ccccc1Cl was read as HIF-2a inh 8, CaV13 FRET inh -14, KKLEB tox 0, Vif imaging 4, CF NFkB block -26, Shn3 3UTR inh 17, PDI turbidity -4, NR2E3 ag-1 2, TRPM1 prom inh 0, Peg3 promoter 16 and NR2E3 ag-2 4.
For COc1cccc(-c2nc3ccccc3s2)c1O the results were HIF-2a inh -30, CaV13 FRET inh -3, KKLEB tox -39, Vif imaging -1, CF NFkB block -21, Shn3 3UTR inh 4, PDI turbidity -7, NR2E3 ag-1 -2, TRPM1 prom inh -19, Peg3 promoter -191 and NR2E3 ag-2 -178.
Screening COc1cc(/C=C(\NC(=O)c2ccccc2)C(=O)N2CC3CC(C2)c2cccc(=O)n2C3)cc(OC)c1OC (configuration not stated) returned HIF-2a inh 10, CaV13 FRET inh -17, KKLEB tox 8, Vif imaging 10, CF NFkB block -18, PDI turbidity -2, NR2E3 ag-1 1, TRPM1 prom inh -11, Peg3 promoter -16 and NR2E3 ag-2 -7.
`Cc1cc(Cl)c2ccccc2n1` gave HIF-2a inh 17, CaV13 FRET inh -5, KKLEB tox 10, Vif imaging 1, CF NFkB block 0, Shn3 3UTR inh -9, PDI turbidity 11, NR2E3 ag-1 0, TRPM1 prom inh 4, Peg3 promoter 7 and NR2E3 ag-2 -16.
For CCOC(=O)N1CCN(C(=O)/C=C/c2ccc(OC)cc2)CC1 the results were HIF-2a inh -13, CaV13 FRET inh -2, KKLEB tox 10, Vif imaging 25, CF NFkB block -9, Shn3 3UTR inh -2, PDI turbidity -5, NR2E3 ag-1 -1, TRPM1 prom inh -4, Peg3 promoter -8 and NR2E3 ag-2 -11.
`O=C(Cn1cnc([N+](=O)[O-])c1)Nc1ccc(F)c(Cl)c1` gave HIF-2a inh 4, CaV13 FRET inh -3, KKLEB tox 14, Vif imaging 1, CF NFkB block -12, Shn3 3UTR inh -7, PDI turbidity 5, TRPM1 prom inh 4, Peg3 promoter 8 and NR2E3 ag-2 -13.
Screening O=C(c1ccc(Cl)cc1)N1CCN(CCOc2ccccc2)CC1 returned HIF-2a inh -10, CaV13 FRET inh -18, KKLEB tox -5, Vif imaging 1, CF NFkB block 2, Shn3 3UTR inh 13, PDI turbidity -1, NR2E3 ag-1 -6, TRPM1 prom inh 4, Peg3 promoter 9 and NR2E3 ag-2 -5.
